Screens: PubChem BioAssay, several laboratories
CHOP inh: CHOP inhibition in unfolded protein response. inhibition, % at 10 µM. CHO-K1 CHOP-promoter luciferase, tunicamycin-induced, 15-18 h. actives 3.8% (n = 220,000);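 active = compounds that reduced the stress-induced luciferase reporter signal by more than about 70% of percent inhibition, limit read from the data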;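 note: 0% = tunicamycin plus vehicle and 100% = wells without tunicamycin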
Mdm2 ligase inh: inhibitors of human Mdm2 E3 ubiquitin ligase. Q00987. cell-based MDM2 ubiquitination luciferase reporter, 2 h; 0 = plate control, 100 = twice control, blank-subtracted. actives 0.11% (n = 210,000). signal enhancement, % at 5 µM. AID 1230;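 active = signal enhancement of 30% or more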;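 note: luminescence tracks abundance of the self-degrading MDM2-luciferase fusion protein; higher signal means inhibition of MDM2 E3 ligase activity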
Target sequence (Q00987 whole entry, looked up, the tested form may be a part): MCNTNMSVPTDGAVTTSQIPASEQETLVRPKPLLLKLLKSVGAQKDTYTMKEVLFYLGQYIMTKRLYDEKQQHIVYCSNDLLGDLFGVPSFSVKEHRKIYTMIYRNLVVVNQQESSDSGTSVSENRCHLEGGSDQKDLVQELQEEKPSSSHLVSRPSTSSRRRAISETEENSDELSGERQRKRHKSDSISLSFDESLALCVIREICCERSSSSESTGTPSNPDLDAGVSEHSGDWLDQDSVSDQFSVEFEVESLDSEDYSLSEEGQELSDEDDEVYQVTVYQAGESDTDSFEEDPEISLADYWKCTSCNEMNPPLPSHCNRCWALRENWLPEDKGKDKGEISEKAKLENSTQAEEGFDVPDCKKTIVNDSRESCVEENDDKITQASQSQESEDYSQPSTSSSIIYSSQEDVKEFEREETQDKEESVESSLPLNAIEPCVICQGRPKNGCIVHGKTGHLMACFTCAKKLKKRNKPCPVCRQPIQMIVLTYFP
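Assay system: stable mammalian line carrying autodegrading MDM2–luciferase fusion reporter; Input: 2000 cells in each well; Compound dosing: single-point 5 µM; Schedule: 2 h compound exposure at 37 °C; Signal: SteadyLite luciferase luminescence after 15 min room-temperature reagent incubation; Evaluation: % luminescence enhancement versus blank-corrected plate control mean; Benchmarks: plate controls and plate blanks.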
p47phox inh: inhibitors of human p47phox binding | p47phox/p22phox peptide binding, fluorescence polarization, 2 h | inhibition, % at 24.7 µM | actives 0.53% (n = 220,000) | AID 1274;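 active = inhibition above about 30%, limit read from the data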;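 note: 0% = p47phox with labelled peptide and 100% = labelled peptide alone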
PPC-1+TRAIL kill: PPC-1 cancer cell killing with TRAIL present; PPC-1 cells + TRAIL, ATPLite viability luminescence; AID 1443; actives 0.41% (n = 220,000); cell killing (% activity), % at 4 µM;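 active = cell killing above 50% in the first pass at 4 µM, then a duplicate retest at 5 µM averaging 50% or more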;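 note: plate controls were cells with TRAIL plus DMSO for no effect and medium-only wells lacking cells for full effect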
Runt-SMMHC FRET: inhibitors of human RUNX1 Runt domain binding to CBFb-SMMHC; AID 1434; actives 0.74% (n = 220,000); inhibition, % at 20 µM; Q01196+Q13951; Cerulean-Runt/Venus-CBFb-SMMHC FRET ratio 530/480, 1 h;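 active = mean inhibition across duplicate retests at 20 µM reaching about 50%, limit read from the data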;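 note: 0% = DMSO wells and 100% = wells with excess untagged CBFb-SMMHC; inhibitors lower the FRET ratio by blocking Runt binding to CBFb-SMMHC; some results filed as inactive read as strong as hits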
TNF necrop inh: TNF-alpha cell death inhibition in Jurkat FADD-/- cells; activation (protection from cell death), % at 10 µM; Jurkat FADD-/- TNF necroptosis rescue, ATP luminescence, 24 h; 0 = TNF only, 100 = no-TNF cells; actives 0.068% (n = 220,000);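 active = activation, meaning protection from cell death, of at least 50% relative to plate controls; inactive = activation below 50%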;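 note: necroptosis triggered by 40 ng/mL TNF-alpha added together with compound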
EBV gp42 inh: inhibitors of Epstein-Barr virus glycoprotein 42; AID 1085; actives 0.42% (n = 220,000); Fluorescence polarization binding assay, mP read-out; Q1HVG2; inhibition, % (tested at 21.74 µM); in the data active = inhibition above about 50%
TRPML3 agonist: activates the human TRPML3 channel; Q8TDD5; HEK293 TRPML3-YFP, Fluo-8 calcium fluorescence; 100% = the carbachol control signal; activation, % at 3 µM; actives 0.29% (n = 220,000); AID 1448;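 active = activation above its plate's cutoff, the mean activation of the plate's test wells plus 3 SD, cut at about 12% in these data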;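 note: 0% = DMSO only wells and 100% = carbachol wells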
Target sequence (Q8TDD5 whole entry, looked up): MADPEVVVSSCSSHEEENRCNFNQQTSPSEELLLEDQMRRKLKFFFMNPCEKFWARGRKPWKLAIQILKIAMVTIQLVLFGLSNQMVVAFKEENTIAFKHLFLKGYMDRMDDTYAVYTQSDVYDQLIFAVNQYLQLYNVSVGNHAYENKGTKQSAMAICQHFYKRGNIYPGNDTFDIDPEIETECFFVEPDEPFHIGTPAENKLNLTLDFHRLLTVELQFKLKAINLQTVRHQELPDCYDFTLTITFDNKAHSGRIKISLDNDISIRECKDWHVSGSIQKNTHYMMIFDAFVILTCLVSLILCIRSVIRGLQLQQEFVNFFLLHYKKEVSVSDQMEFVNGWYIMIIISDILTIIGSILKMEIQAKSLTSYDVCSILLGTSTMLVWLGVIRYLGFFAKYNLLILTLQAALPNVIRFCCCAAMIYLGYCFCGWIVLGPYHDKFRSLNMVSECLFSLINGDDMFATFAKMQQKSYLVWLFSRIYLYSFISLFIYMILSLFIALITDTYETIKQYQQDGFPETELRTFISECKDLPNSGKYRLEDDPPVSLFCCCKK
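system = HEK293 cells stably carrying human TRPML3-YFP | doses = one concentration, 3 µM nominal, 0.3% DMSO | timing = dye loading 1 h 37 °C then 30 min ambient, 125 s read | detection = Fluo-8 calcium dye fluorescence, ex 470-495, em 515-575 nm | benchmarks = high control carbachol 87 µM, low control DMSO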
TRPN1 ag: agonists of zebrafish TRPN1 channel; HEK293 zebrafish TRPN1-YFP, Fluo-8 calcium fluorescence; 100% = response to 87 µM carbachol; activation, % at 3 µM; actives 0.18% (n = 220,000);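 active = activation above its plate's cutoff, the mean activation of test wells on that plate plus 3 SD, cut at about 19% in these data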;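 note: 0% = DMSO alone and 100% = 87 µM carbachol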
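Control set: carbachol 87 µM as high control, DMSO as low control; system: HEK293 stable line with zebrafish TRPN1-YFP; read-out: % activation versus carbachol response; detection: intracellular calcium fluorescence with Fluo-8; doses: single test compound dose, 3 µM nominal, 0.3% DMSO; schedule: dye 1 h 37 °C plus 30 min RT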
An asterisk follows results filed as active; . = not tested or not shown.

The opening 4 compounds, to show the layout:
SMILES	CHOP inh	Mdm2 ligase inh	p47phox inh	PPC-1+TRAIL kill	Runt-SMMHC FRET	TNF necrop inh	EBV gp42 inh	TRPML3 agonist	TRPN1 ag
N=c1n(CCO)c2ccccc2n1CCOc1ccc(Cl)cc1Cl	7	-20	-11	-5	4	-9.1	-11	-1.5	1.3
CCOc1nc(-c2ccccc2O)nc2ccccc12	34	-7	3	8	-2	-1.5	-7	0.5	0.1
O=C(NCCCn1ccnc1)C(=O)NCC(c1ccco1)N1CCN(c2ccc(F)cc2)CC1 (centres undefined)	29	-11	-16	-5	2	1.1	-14	1.2	0.0
COc1ccc(S(=O)(=O)Nc2cccc(F)c2C)cc1C(=O)N1CCOCC1	37	-19	-3	18	2	1.9	-10	1.0	-0.1

This part in full, from the first entry:
SMILES	CHOP inh	Mdm2 ligase inh	p47phox inh	PPC-1+TRAIL kill	Runt-SMMHC FRET	TNF necrop inh	EBV gp42 inh	TRPML3 agonist	TRPN1 ag
N=c1n(CCO)c2ccccc2n1CCOc1ccc(Cl)cc1Cl	7	-20	-11	-5	4	-9.1	-11	-1.5	1.3
CCOc1nc(-c2ccccc2O)nc2ccccc12	34	-7	3	8	-2	-1.5	-7	0.5	0.1
O=C(NCCCn1ccnc1)C(=O)NCC(c1ccco1)N1CCN(c2ccc(F)cc2)CC1 (centres undefined)	29	-11	-16	-5	2	1.1	-14	1.2	0.0
COc1ccc(S(=O)(=O)Nc2cccc(F)c2C)cc1C(=O)N1CCOCC1	37	-19	-3	18	2	1.9	-10	1.0	-0.1
O=C(CCCCCN1C(=O)c2cccc3cccc(c23)C1=O)NCc1cccnc1	13	-8	-3	4	-10	-0.9	-10	0.2	0.1
O=C(NNc1ncnc2c1cnn2-c1ccc(F)cc1)c1cccs1	0	8	2	22	3	1.3	6	1.1	1.4
COc1ccc(C2C=C(c3ccc(Cl)cc3)Nc3nc(NC(C)=O)nn32)cc1 (centres undefined)	-7	-8	-9	15	-121	-2.0	106*	1.1	2.4
COc1ccc2[nH]c(=O)c(CN(C(=O)c3ccco3)C(C)C)cc2c1	-1	.	-7	22	5	0.1	-52	0.4	0.0
COC(=O)c1ccc(NC(=O)c2cc3sccc3n2C)cc1	11	1	-10	9	-1	0.0	-11	-1.4	-1.9
O=C(O)C1CCN(C(=O)c2ccco2)CC1	-4	-24	-14	-9	-1	-0.2	-14	1.3	1.8
COc1ccc(OC(=O)c2cccnc2)cc1	39	-2	-14	16	0	-1.3	-26	0.7	-0.3
CCOc1cccc(C(=O)Nc2ccccc2N2CCN(C(=O)C(C)C)CC2)c1	11	-1	-21	9	-7	-2.2	-14	-1.5	0.2
Cc1cc(NC(=O)CSc2nc(C(C)C)nc3sc4c(c23)CCC(C)C4)no1 (centres undefined)	78*	1	-3	15	-5	-0.1	-19	-0.5	0.2
CCS(=O)(=O)N1CCN(C2CCC(c3ccccc3)CC2)CC1 (centres undefined)	36	-14	5	22	-2	-0.9	-3	1.0	-0.8
O=C(CCl)Nc1ccccc1Sc1ccccc1	14	-7	-13	12	0	-6.3	8	-0.9	1.2
O=C(Oc1c(CN2CCOCC2)cc(Cl)c2cccnc12)c1cccs1	-60	-4	-3	25	-7	-12	-11	0.4	-0.1
CCCCCCC(=O)N/N=C1\CCCc2ccccc21	1	2	-1	14	0	0.5	3	0.2	0.9
Cn1c2c(c3ccccc31)CC/C2=N\O	31	-9	5	22	-5	-0.9	-10	-0.8	-0.5
Cc1nc(-c2ccccc2)nc2[nH]c(-c3ccccc3)cc(=O)c12	68	-16	-5	-12	-5	-1.6	-14	-0.7	-0.2
CCC(=O)Oc1ccc(C(=O)Nc2ccc3c(c2)C(=O)N(C2CCCCC2)C3=O)cc1	71*	-17	0	20	4	0.5	-20	2.2	6.0
CCCC(c1nnnn1C(C)(C)C)N1CCN(c2ccccc2)CC1 (centres undefined)	9	13	-11	15	-1	0.7	-11	0.9	-2.7
CCN(CC)S(=O)(=O)c1ccc(C(=O)Nc2ccc(OCC(=O)N3CCOCC3)cc2)cc1	9	-15	-12	18	4	-1.0	-19	1.2	1.2
NC(=O)C1CCN(CCC(=O)Nc2ccc3c(c2)CCC3)CC1	9	-12	-1	22	0	-0.8	-11	0.9	1.4
COc1cccc(NC(=O)Cc2ccccc2)c1	-7	-26	-1	5	4	11	-20	0.1	-1.2
CC/C(=N\NC(=O)Nc1ccccc1)c1ccccc1	29	-12	-14	5	3	0.1	-9	1.1	1.3
Following part
SMILES	CHOP inh	Mdm2 ligase inh	p47phox inh	PPC-1+TRAIL kill	Runt-SMMHC FRET	TNF necrop inh	EBV gp42 inh	TRPML3 agonist	TRPN1 ag
Cc1cccc(N(C(=O)Cc2cccs2)C(C(=O)NCc2ccco2)c2ccncc2)c1 (centres undefined)	12	-12	0	4	2	0.2	-13	0.0	-2.0
COc1ccc(/C=C/C(=O)Oc2cc(C)[nH]c(=O)c2[N+](=O)[O-])cc1OC	5	0	-3	-2	0	-0.4	1	0.5	-0.6
O=C(CSc1nc2[nH]ncc2c(=O)[nH]1)Nc1nccs1	18	-1	.	6	3	3.4	0	1.4	0.4
O=C(NCc1ccco1)C(Cc1ccccc1)N1C(=O)C2C3C=CC(C3)C2C1=O (centres undefined)	15	-1	-6	29	1	-0.7	-20	-0.5	-0.4
CC(C)c1nc2oc3c(NCCO)ncnc3c2c2c1COC(C)(C)C2	-8	.	-5	-2	-3	-1.7	-6	1.2	1.4
Cc1ccc2c(CC(=O)OCC(=O)Nc3ccc(Cl)cn3)coc2c1	-13	-9	-28	34	7	1.2	9	-0.1	-1.4
O=C(Nc1cccc(F)c1)c1ccc(S(=O)(=O)N2CCCC2)cc1	42	-11	-12	-3	2	3.4	-2	1.4	3.6
C=CCn1c(SCC#N)nc2ccccc2c1=O	3	-6	-4	6	-8	-2.5	-10	-0.1	-0.3
CN1CCN(c2ccc([N+](=O)[O-])cc2C(=O)Nc2ccccc2)CC1	8	-13	-34	-8	-4	1.2	-24	0.0	-1.4
COc1ccc(C(C(=O)NC2CCCC2)N(CC2CCCO2)C(=O)Cc2cccs2)cc1OC (centres undefined)	-7	-3	-6	29	5	-0.1	3	0.4	-1.0
CCOc1ccc2nc(N(CCN(CC)CC)C(=O)c3ccc([N+](=O)[O-])cc3)sc2c1	30	-12	-2	24	-5	1.0	-7	0.9	-0.7
CCc1cccc2c(C(=O)COC(=O)c3c(C)noc3C)c[nH]c12	7	-2	-35	12	-6	-0.8	-23	2.9	8.1
Cc1nnc(SCC(=O)N(C)C2CCS(=O)(=O)C2)n1Cc1ccccc1 (centres undefined)	37	2	-1	6	4	-0.1	-5	1.2	2.0
O=C(CCCCl)OCc1cn(-c2ccc(Cl)cc2)nn1	10	5	-3	-9	-1	0.8	-14	0.7	-0.2
COc1ccc(OC)c(-n2c(=S)[nH]c3cc(C(=O)NCCCN4CCCC4=O)ccc3c2=O)c1	6	-9	-14	24	0	-1.1	-11	0.3	1.2
C/C(=N\O)C(C)(C)NC(=O)Nc1ccc(Cl)cc1	17	-15	-9	10	1	1.0	-3	0.4	-0.2
Cc1cc(C)cc(C(=O)N2CC(C)OC(C)C2)c1 (centres undefined)	32	-15	-7	8	-1	-2.4	-4	0.8	0.0
COc1ccc(C(=O)c2cc3ccc(O)cc3oc2=O)cc1	5	-2	-5	3	88*	-7.3	-19	0.3	0.9
CCOC(=O)c1c(C)[nH]c(C(=O)O)c1C	7	-12	5	4	6	1.5	-2	0.4	2.8
O=C(Nc1ccccc1C(F)(F)F)c1ccc(CN2CCC(Cc3ccccc3)CC2)cc1	60	-20	-2	-3	1	-5.3	4	2.1	0.6
NS(=O)(=O)c1ccc(CNC(=S)NCc2ccc(Cl)cc2)cc1	22	8	-17	20	-1	-10	-1	0.9	-0.3
O=S(=O)(NCC1CCN(S(=O)(=O)c2ccccc2)CC1)c1ccccc1	-12	-18	-4	8	3	1.0	-21	0.4	1.2
COc1ccc(/C=C/c2c([N+](=O)[O-])c(=O)n(C)c(=O)n2C)c(OC)c1	20	-13	-9	3	-1	1.7	1	0.8	1.6
COc1ccc(NS(=O)(=O)c2c(C)[nH]c(=O)[nH]c2=O)c(OC)c1	-5	16	-5	-7	-1	-1.2	-8	1.0	0.3
O=c1cc2c(n[nH]1)CCCC2	-11	-9	-1	-2	1	-3.1	-24	0.7	2.1
Going on with the list.
SMILES	CHOP inh	Mdm2 ligase inh	p47phox inh	PPC-1+TRAIL kill	Runt-SMMHC FRET	TNF necrop inh	EBV gp42 inh	TRPML3 agonist	TRPN1 ag
O=C(c1ccccc1F)N1CCN(c2ccc([N+](=O)[O-])c(N3CCOCC3)c2)CC1	12	1	8	1	0	-0.1	5	0.1	-0.5
C/C(=N\Nc1cc(-c2ccccc2)nc(-c2ccccc2)n1)c1ccc(O)c(C)c1	-9	-7	-14	6	0	2.4	-15	0.9	0.2
C(=N\Nc1nccc(-c2cccnc2)n1)/c1ccccc1	-3	-15	-1	13	0	-4.6	-4	0.6	1.5
Cc1onc(-c2c(Cl)cccc2Cl)c1COC(=O)c1ccc(Cl)cc1	7	-4	7	18	-1	-1.0	1	-0.2	-1.0
CCOc1cc(/C=C\[N+](=O)[O-])ccc1OCC(=O)N1CCOCC1	-24	5	-7	2	-1	-12	-26	0.6	1.3
Cc1ccc(OCn2c(=O)sc3ccccc32)cc1	1	-12	-1	-6	2	1.4	-8	-0.4	-0.8
CCc1ccc(OC)c(S(=O)(=O)Nc2ccccc2C)c1	12	-7	1	-10	2	-1.5	3	-0.5	-0.3
CCOC(=O)C(C)Oc1ncnc2cccc(F)c12 (centres undefined)	-12	-16	-14	17	2	1.2	-11	1.0	-0.2
O=C(CCCSc1nc2ccccc2[nH]1)NCc1ccc(Cl)cc1	30	-5	-17	-6	0	2.3	-18	-0.6	-0.7
COc1ccc(CN(C)Cc2nc(Cc3ccccc3Cl)no2)cc1OC	3	-13	0	26	0	-0.5	-1	0.8	2.4
CCc1cc2c3c(c(=O)oc2cc1OC)CCCC3	52	-3	-6	-4	1	-1.6	-15	-0.1	-2.1
COc1ccc(N2CCN(c3ccc(C(N)=O)cc3[N+](=O)[O-])CC2)cc1	25	2	-4	11	-2	3.9	-5	2.1	2.8
Cc1cc(C)c(C#N)c(SCC(=O)N2CCN(Cc3ccccc3)CC2)n1	-14	-16	-4	5	3	-1.2	13	0.7	-0.6
COc1ccc(CN2CCN(C(=O)c3ccc4nc(N5CCOCC5)sc4c3)CC2)c(OC)c1OC	11	-23	-3	6	2	2.4	-7	-0.2	1.9
CC(/C=N/NC(=O)c1cc(-c2ccc3ccccc3c2)n[nH]1)=C\c1ccco1	-6	1	-4	14	-7	-1.4	13	0.3	0.3

Rows were taken by chance; any-hit rate near 5.9%.
